Epigenetic reg: regulators of epigenetic silencing causing reporter derepression in mouse cells; hit rate 0.2% among 280,000; Potency, µM (doses to about 53.9 µM), for inactives: at the top dose GFP activation, hits mostly activators; AID 1865; murine LDR cells, GFP reporter derepression, 30 h; active = well fitted activation curve with a large enough effect; inconclusive = small, poorly fitted or top-dose-only effect; also: % of control where 0% means no effect; nearly all actives have a fitted effect of over 60% in size
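Derepression of a silenced CMV-GFP reporter in murine LDR cells is scored by enumerating GFP-positive cells with a laser-scanning microplate cytometer after 30 hours of treatment at 37 C.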
Active calls of the source: *; ? = inconclusive. Potency is read from the fitted curve at half-maximal effect. Not all compounds are listed. The share of hits here may be higher or lower than overall.

Sample of the layout (two entries):
SMILES	Epigenetic reg
Cc1ccc(Cl)cc1N1CCN(C(=O)C2CCN(S(=O)(=O)Cc3ccccc3)CC2)CC1	-3.9%
Cn1c(=O)c2sccc2n2c(CCCC(=O)Nc3ccc(Oc4ccc(Cl)cc4)cc3)nnc12	-4.0%

The listing, previewed entries included:
SMILES	Epigenetic reg
Cc1ccc(Cl)cc1N1CCN(C(=O)C2CCN(S(=O)(=O)Cc3ccccc3)CC2)CC1	-3.9%
Cn1c(=O)c2sccc2n2c(CCCC(=O)Nc3ccc(Oc4ccc(Cl)cc4)cc3)nnc12	-4.0%
CCCc1ccc(OC(=O)CSc2nnc(-c3cccs3)o2)cc1	-3.6%
Cc1ccc(NC(=O)CCn2cccn2)c(C)c1	0.0%
O=C(NCCc1csc(-c2cccc(F)c2)n1)c1ccc(Br)o1	0.0%
COC(=O)c1ccc2c(=O)n(CCCCCC(=O)N3CCN(c4cc(Cl)ccc4C)CC3)c(=O)[nH]c2c1	-0.9%
Cc1cc(S(=O)(=O)Nc2cccc(-c3ccc(N4CCOCC4)nn3)c2)c(C)cc1Cl	-1.7%
Cc1ccc(-n2ncc3c(NCc4ccccc4)ncnc32)cc1C	10.3%
CCc1ccccc1NC(=O)CSc1nnc(-c2ccc(OC)cc2)s1	0.0%
Cc1ccc2nc(NC(=O)COc3ccc(F)cc3)sc2c1	0.0%
Cc1nc2ccn(Cc3cccnc3)c(=O)c2cc1C(=O)NCc1ccc(Cl)cc1	4.4%
Cc1csc2nc(-c3ccc(NS(=O)(=O)c4cc(F)ccc4F)cc3)cn12	-1.9%
CCOC(=O)c1cc(-c2ccccc2)n(CCC(=O)Nc2ccc(C)cc2Cl)c1C	-1.1%
CCOc1ccc(CNC(=O)c2oc3c(c2C)-c2nn(Cc4cccc(Cl)c4)cc2CC3)cc1	1.1%
Cc1cc(-c2ccc(C)c(S(=O)(=O)N3CCC(C)CC3)c2)on1	-5.1%
O=C(Nc1ccccc1C(F)(F)F)c1ncoc1-c1ccco1	-1.6%
COCCc1nn2c(=O)cc(COC(=O)c3ccco3)nc2s1	0.0%
O=C(C1CCC(CNS(=O)(=O)c2cccs2)CC1)N1CCN(c2ccc(Cl)cc2)CC1 (stereo not drawn)	2.2%
CCCC(CCC)C(=O)NC1CC(=O)N(c2ccc3c(c2)OCCO3)C1 (stereo not drawn)	3.8%
COc1cccc(C(=O)Nc2ccc3nc(SCC(=O)N(C)c4ccccc4)sc3c2)c1	-0.8%
Cc1cccc(-c2noc(-c3ccc(NCc4ccco4)c([N+](=O)[O-])c3)n2)c1	-4.5%
COC(=O)c1ccc(NC(=O)c2c(NCc3ccc(OC)c(OC)c3)sc3c2CCCC3)cc1	-1.1%
COc1ccc(CNC(=O)c2ccc(CN3C(=O)C(C)=C(c4ccc(C)cc4)S3(=O)=O)cc2)cc1	0.8%
COc1ccc(C)c2sc(N(Cc3cccnc3)C(C)=O)nc12	-0.2%
COCCCNC(=O)c1sc2ncccc2c1-n1cccc1	0.0%

(list continues)
SMILES	Epigenetic reg
CCOCCCNC(=O)NC(C)c1c(-n2cccc2)sc2c1CCN(CC)C2 (stereo not drawn)	-1.2%
CC(C)Cn1cc(NC(=O)NCc2ccc(Cl)cc2)c2ccccc2c1=O	1.3%
Cc1ccc(C)c(NC(=O)c2ccc3c(O)c(S(=O)(=O)c4ccc(Cl)cc4)c(=O)[nH]c3c2)c1	0.0%
COc1ccccc1NC(=O)c1c(NCc2ccc(OC)c(OC)c2OC)sc2c1CCCC2	0.0%
Cc1cc(C)cc(NC(=O)c2ccc3c(O)c(S(=O)(=O)c4ccccc4)c(=O)[nH]c3c2)c1	-3.8%
COc1ccc(CC(=O)NCc2nc3cccnc3n2Cc2ccc(F)cc2)cc1OC	0.0%
CCOC(=O)C1CCN(C(c2ccc(OCC)cc2)c2c(O)cc(C)n(CCOC)c2=O)CC1 (stereo not drawn)	-4.9%
Cc1cccc(/C=C/c2onc(C)c2S(=O)(=O)N2CCC(C(=O)N3CCCCC3)CC2)c1	-1.1%
O=C1C(=O)N(C2CCN(C(=O)c3ccc(F)cc3)CC2)CCN1Cc1ccc(F)cc1	-1.6%
CC(=O)C(Sc1nc(-c2ccccc2Cl)nc2c1c(=O)n(C)c(=O)n2C)C(=O)N(C)C (stereo not drawn)	-1.1%
Cc1cn(C)c(CC(=O)NCc2cccc(Cl)c2)c1C(=O)O	0.8%
Cn1c(=O)c2c(nc(Oc3ccc(F)cc3)n2Cc2ccc(F)cc2)n(C)c1=O	-0.2%
CCn1cc2c(n1)-c1c(oc(C(=O)Nc3ccc(Br)cc3F)c1C)CC2	2.5%
Cc1ccccc1NC(=O)CSc1nc2ccc(NC(=O)COc3ccccc3F)cc2s1	?
CCC(CC)C(=O)Nc1ccccc1C(=O)OCc1cc(=O)n2nc(C3CCCCC3)sc2n1	-3.0%
CN(C)c1ccc(NC(=O)CSC2=Nc3ccccc3C3=NC(CC(=O)NCc4ccc5c(c4)OCO5)C(=O)N23)cc1 (stereo not drawn)	-1.3%
Cc1nc(-c2ccc(Cl)cc2)sc1CCNC(=O)Cc1ccc(F)cc1	-1.1%
Cc1cccc(NC(=O)C(c2ccccc2)N2Cc3ccccc3C2=O)c1C (stereo not drawn)	0.0%
CCNC(=O)c1cc2n(n1)CCCN(Cc1ccc(C)cc1)C2=O	-0.2%
COc1ccc(CNC(=O)c2c(Nc3ccc(OC)cc3OC)sc(C(=O)c3ccc(Cl)cc3)c2N)cc1	0.8%
Cc1ccc(C(=O)N2CCc3cc(CNC(=O)c4ccccc4F)ccc32)cc1	-1.3%
COc1ccc(CC(=O)NCC(c2ccc(Cl)cc2)N2CCOCC2)cc1 (stereo not drawn)	-3.2%
O=C(NCCS(=O)(=O)N1CCN(c2ccccc2F)CC1)c1ccccc1C(F)(F)F	-1.7%
O=C(NCc1ccco1)C1CCN(C(=O)N2CCOc3ccc(Cl)cc32)CC1	0.0%
Cc1c(Cl)cccc1NC(=O)c1ccc2c(c1)nnn2C1CCCC1	?

(next part)
SMILES	Epigenetic reg
Cc1ccc(CN2C(=O)c3ccccc3Sc3ccc(C(=O)NC4CCCCC4)cc32)cc1	-0.3%
COc1ccc(CNC(=O)c2ccc(-c3nc(CSc4ccccc4)c(C)o3)cc2)cc1OC	-1.3%
CCN(C(=O)c1oc2ccc(S(=O)(=O)N3CCCCCC3)cc2c1C)c1ccccc1	1.2%
Cc1oc2ncnc(N3CCCCC3)c2c1C(=O)Nc1cccc(Cl)c1C	1.4%
Cc1ccc(C(=O)N2c3ncnn3C3(CCCCC3)[C@@H]3CCCC[C@@H]32)cc1	-3.2%
CC1=C(c2ccc(C)c(C)c2)S(=O)(=O)N=C1N1CCC(C(=O)NCc2ccccc2C)CC1	4.0%
O=c1c2cc3c(cc2n(Cc2ccc(Cl)cc2)c(=O)n1Cc1nc(-c2ccccc2)no1)OCO3	8.1%
O=C(Nc1nc2n(n1)C(c1ccc(F)cc1)C=C(c1ccccc1)N2)c1ccco1 (stereo not drawn)	-1.1%
CC(=O)N(Cc1cccnc1)c1nc2c(C)c(C)ccc2s1	0.1%
COc1ccc(C2C=C(c3ccc(Br)cc3)Nc3nnnn32)c(OC)c1 (stereo not drawn)	-1.1%
O=C(CSc1nc2c(c(=O)[nH]1)CN(Cc1ccc3c(c1)OCO3)CC2)Nc1ccc(F)cc1	-2.0%
O=C(CSc1nc(-c2ccco2)nc2cc(=O)[nH]n12)Nc1ccc(F)cc1	1.1%
Cc1c(C(=O)NCc2ccccc2Cl)sc2nc3n(c(=O)c12)CCCCC3	0.0%
Cc1ccc(OCCSc2nc3ccccc3n2CC(=O)N2CCCCC2)c(C)c1	-3.5%
COc1cccc(CNC(=O)c2cnc(N3CCCC3)nc2C)c1	-3.4%
COc1ccc(NC(=O)C2=C(C)Nc3c(C(=O)Nc4ccc(C)cc4)cnn3C2c2cc(OC)ccc2OC)cc1 (stereo not drawn)	-1.3%
CCc1cccc(NC(=O)C2CCC(CNS(=O)(=O)c3csc(C(N)=O)c3)CC2)c1 (stereo not drawn)	-4.6%
CCOC(=O)c1ccc(NC(=O)c2c(NCc3cccc(OC)c3OC)sc3c2CCC3)cc1	0.0%
COc1cccc(CNS(=O)(=O)c2cc3[nH]c(=O)c(=O)[nH]c3cc2C)c1	-0.4%
Cc1ccc(NC(=O)CN2C(=O)CCc3cc(S(=O)(=O)N4CCOCC4)ccc32)cc1N(C)C	-6.6%
CCN(CC)CCN(C(=O)c1ccco1)c1nc2cc(C)cc(C)c2s1	-1.2%
CCC1CN(C(=O)NCc2ccc(C)cc2)c2ccccc2O1 (stereo not drawn)	5.6%
CN1C(=O)c2ccccc2Sc2ccc(NC(=O)COc3ccc(Cl)cc3)cc21	-0.5%
Cc1ccc(OCC(=O)OCc2cc(=O)n3nc(-c4cccs4)sc3n2)cc1C	1.5%
CCOc1ccc(C2=C(C(C)=O)Sc3nnc(C)n3N2C(C)=O)cc1	5.4%

Next compounds
SMILES	Epigenetic reg
Nc1c(-c2nc(-c3ccccc3Cl)no2)nnn1-c1ccccc1F	1.4%
Cc1ccc(OCCCSc2nc(-c3ccc(C(C)(C)C)cc3)nc3cc(=O)[nH]n23)cc1C	-0.1%
Cc1ccc(Cn2c(=O)c3c(nc4n3CCN4c3cc(C)cc(C)c3)n(C)c2=O)cc1	1.4%
CCCC(=O)Nc1nnc(SCc2cc(=O)n3ccccc3n2)s1	7.1%
CC1=C(c2ccc(C(C)C)cc2)S(=O)(=O)N=C1N1CCC(C(=O)Nc2ccc(C)cc2)CC1	2.9%
CCOc1ccc(-c2c(C)nn3c(C)c(C(=O)Nc4cccc(Cl)c4C)cnc23)cc1OCC	2.3%
CC(C)(C)C(=O)Nc1nnc2n1CCS2	1.4%
CCC(=O)N1CCN(c2nc3c(C)cccc3s2)CC1	6.2%
COc1ccc(NC(=O)Cn2c(=O)oc3cc(S(=O)(=O)NC(C)C)ccc32)cc1OC	0.0%
CCOC(=O)Cn1c(=O)n(-c2ccccc2OC)c2nc(-c3ccc(C(C)C)cc3)nc(C(N)=O)c21	5.1%
COc1ccc(C2C=C(c3ccccc3)Nc3nc(NS(=O)(=O)c4ccc(Cl)cc4)nn32)cc1 (stereo not drawn)	-1.1%
O=C(Nc1cc(-c2cccc(Cl)c2)nn1-c1ccccc1)c1ccccc1F	0.8%
COc1ccc(C)cc1NC(=O)C1CCCN(S(=O)(=O)c2ccc3[nH]c(=O)ccc3c2)C1 (stereo not drawn)	1.3%
O=C(Nc1ccc(S(=O)(=O)Nc2ccccc2)cc1)N1CCCC1	0.0%
CCN(Cc1ccccc1)C(=O)c1nc(-c2cccc(F)c2)n2c1CCCCC2	0.0%
COc1ccc(-c2onc(C)c2C)cc1S(=O)(=O)NCC1CCN(Cc2ccccc2F)CC1	-3.4%
O=C(NCc1ccco1)c1ccc(Cn2c(SCc3ccc(F)cc3)nc3cccnc32)cc1	1.8%
CCN(C(=O)c1c(C)oc2ncnc(N3CCCCC3)c12)c1cc(C)ccc1C	-1.3%
O=C(Cn1c(=O)oc2cc(S(=O)(=O)NCc3ccccc3)ccc21)N(CCO)Cc1ccccc1	2.2%
CN(C)c1ccc(C(CNS(=O)(=O)c2cc(F)ccc2F)N2CCOCC2)cc1 (stereo not drawn)	-0.8%
CCN(CC)C(=O)c1sc2c(c1C)c(=O)n(-c1ccc(OC)cc1OC)c(=O)n2Cc1cc(C)ccc1C	-1.3%
CCn1c(SCC(=O)Nc2cccc(Cl)c2)nnc1-c1nonc1NC(C)=O	-0.8%
O=C(Cn1c(SCC(=O)Nc2ccc(F)cc2)nc2ccccc21)NCc1ccc(Cl)cc1	-0.9%
CCOC(=O)c1c(C)oc2ncnc(Nc3cc(C)cc(C)c3)c12	0.8%
COc1ccc(Cl)cc1NC(=O)c1cc2ccccn2n1	-1.0%

Another view of some results above.
CCOc1ccc(C2=C(C(C)=O)Sc3nnc(C)n3N2C(C)=O)cc1
  Epigenetic reg = 5.4%
Nc1c(-c2nc(-c3ccccc3Cl)no2)nnn1-c1ccccc1F
  Epigenetic reg = 1.4%
Cc1ccc(OCCCSc2nc(-c3ccc(C(C)(C)C)cc3)nc3cc(=O)[nH]n23)cc1C
  Epigenetic reg = -0.1%
Cc1ccc(Cn2c(=O)c3c(nc4n3CCN4c3cc(C)cc(C)c3)n(C)c2=O)cc1
  Epigenetic reg = 1.4%

Going on with the list:
SMILES	Epigenetic reg
COc1ccc(Oc2ncnc3c2oc2ccccc23)cc1	-1.3%
CC(=O)c1ccc(NS(=O)(=O)c2ccc(-c3cc(C)no3)s2)cc1	-5.0%
CCc1ccccc1NC(=O)CSc1nc(-c2cccc(Cl)c2)nc2c1Cc1c(CO)cnc(C)c1O2	2.7%
CC(C)c1ccc(NC(=O)Cc2ccc(NC(=O)N3CCCCc4ccccc43)cc2)cc1	0.0%
COc1ccc(OC)c(S(=O)(=O)NCCS(=O)(=O)N2CCN(c3ccccc3F)CC2)c1	1.7%
COC(=O)c1ccc(-n2nnc(-c3nc(-c4ccc5c(c4)OCO5)no3)c2C)cc1	-3.1%
CCOc1ccc(NC(=O)c2c(Nc3ccc(OC)cc3OC)sc(C(=O)c3ccc(Cl)cc3)c2N)cc1	-0.2%
CCc1cccc(C)c1NS(=O)(=O)c1cc(-c2cc(C)no2)ccc1C	15.0%
COc1ccc(-n2ccnc2SCC(=O)Nc2ccc3c(c2)OCO3)cc1	0.0%
O=C(NCCc1ccccc1)c1cnc2sc(N3CCCCCC3)nn2c1=O	0.8%
COc1cccc(/C=C(\C#N)C(=O)Nc2ccc(NC(C)=O)cc2)c1OC	2.2%
CC1CCN(S(=O)(=O)c2nnc(NC(=O)c3cccc(Cl)c3)s2)CC1	8.5%

Exported with values ahead of the structure: entries from further up.
Epigenetic reg | smiles
0.0% | COc1ccc(-n2ccnc2SCC(=O)Nc2ccc3c(c2)OCO3)cc1
0.8% | O=C(NCCc1ccccc1)c1cnc2sc(N3CCCCCC3)nn2c1=O
2.2% | COc1cccc(/C=C(\C#N)C(=O)Nc2ccc(NC(C)=O)cc2)c1OC

Bioassay records deposited in PubChem BioAssay by National Center for Advancing Translational Sciences (NCATS).
